# Compound activity from PubChem.
# FN deposition inh = inhibitors of fibronectin matrix deposition, primary screen, AH1F cells, Alexa488-fibronectin fluorescence, plate reader; 350,000 compounds, 0.086% hits; inhibition, % at 12.6 µM; AH1F fibroblasts, overnight; AID 743247, 2014;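 active means mean inhibition across replicates of 30% or more, regardless of how many single replicates reach that level; inconclusive means mean under 30% yet at least half of replicates reach 30%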;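 further: positive control wells lacked labelled fibronectin entirely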
#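 Test system: AH1F fibroblast monolayer depositing Alexa488-labelled fibronectin into matrix. Input: 10000 cells per well. Technique: fluorescence, ex 485 nm, em 525 nm. Buffer or medium: DMEM plus 2% serum, read in PBS. Timing: 1 h cell adhesion before compound, then overnight fibronectin incubation. Compound: single dose, pinned. Read-out basis: inhibition from reduced deposited-fibronectin fluorescence.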
# C2C12 statin = suppressors of statin myotoxicity in C2C12 myotubes, primary screen, cell-based, single point, plate reader; 330,000 compounds, 0.78% hits; C2C12 myotubes + simvastatin, ATP luminescence, 48 h; scaled: DMSO 0, geranylgeraniol control 100; rescue of ATP level, % at 7.49 µM; AID 602340, 2012;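 active means mean ATP rescue above about 67%, or every replicate alone reaching that limit, limit read from the data, passing the limit was not always enough; inconclusive means no clear call, values can overlap the other calls; inactive means mean under the limit and some replicate under it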;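 further: myotubes were challenged with 10 µM simvastatin during compound exposure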
# miR-122 sensor = miR-122 Renilla sensor signal increase in Huh7, primary screen, miR-122 inhibitor project, cell-based, single point, plate reader | Huh7 miR-122 Renilla luciferase sensor, 48 h; neutral wells = 0, positive control = 100 | activation (reporter increase), % at 12.5 µM | 340,000 compounds, 0.3% hits | AID 602342, 2012;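 active means mean replicate activation score at least 90 and every replicate individually at or above 90; inconclusive means only one of the two criteria met; inactive means neither criterion met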;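 further: higher luciferase means less miR-122 activity so hits act as miR-122 inhibitors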
# GSIS activator = GLuc luminescence reporter in INS-1E cells, primary screen for activators of glucose-dependent secretion of insulin; INS-1E GLuc reporter insulin secretion, 2-3 h; activation, % at 16.6 µM; 370,000 compounds, 0.61% hits;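 active means lowest replicate activation of at least 40%, so every replicate reaches that level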;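 further: 0% = median of neutral control wells and 100% = median of IBMX positive control wells; some compounds called inactive have numbers as strong as hits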
# Cneo AK release = Cryptococcus neoformans cell lysis inducers, primary screen, AK release luminescence, single concentration; C. neoformans lysis, adenylate kinase release luminescence, 4 h; normalised: neutral wells 0, clomiphene wells 100; lysis activity, % at 15 µM; 360,000 compounds, 0.2% hits; AID 651654, 2012;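 active means mean lysis activity across replicates of at least 80%, whatever share of replicates individually reach that level; inactive means mean lysis activity below 80%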
#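 Signal: Adenylate kinase release luminescence | Assay system: Log-phase Cryptococcus neoformans yeast cells | Input: Cells at 5 × 10^6 per mL | Buffer or medium: Fresh YPD growth medium | Compound: Single dose | Schedule: Static 4 h at 37 °C with compound, 1 h detection | Controls: Clomiphene | Read-out: Luminescence rise reflecting yeast cell lysis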
# PGC1a acetyl inh = inhibitors of PGC1a acetylation signal, primary screen, cell-based, U2OS, AlphaScreen, inhibitor mode | AlphaScreen anti-acetyl-lysine; with virally co-expressed GCN5 acetyltransferase | inhibition, % at 15.6 µM | 350,000 compounds, 0.17% hits | AID 651687, 2012;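 active means every replicate shows inhibition of at least 40%; inconclusive means mean inhibition at least 40% but some replicate below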;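 further: 0% = neutral control wells and 100% = positive control wells; some results beyond the cut were filed as inactive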
# F508del corr = F508del CFTR correction, initial screen, CFBE line, single point; AID 720511, 2013; activity (quench increase), % at 7.58 µM; CFBE cells, YFP halide quenching; stimulated with forskolin plus potentiator P3; % fluorescence drop versus neutral controls; 350,000 compounds, 0.36% hits;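 active means mean added fluorescence quench of at least 8% versus neutral control, with both replicates also reaching 8%; inconclusive means only one of the mean or replicate conditions met; inactive means mean below 8% and not both replicates reaching 8%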;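 further: cells transiently co-express mutant CFTR-F508del with the halide-sensitive YFP; corrector assay measuring rescue of mutant channel to the surface after 24 h compound exposure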
# PglD inh = C. jejuni PglD acetyltransferase inhibitors, primary screen, biochemical, DTNB colorimetric, single point; UDP-N-acetylbacillosamine N-acetyltransferase PglD (Campylobacter jejuni); AID 602405, 2012; inhibition, % at 12.5 µM; 360,000 compounds, 0.098% hits; purified PglD enzyme, DTNB colorimetric CoA detection; in the data active means inhibition above about 16%, passing the limit was not always enough; inconclusive means no clear call, values can overlap the other calls; further: strong numbers were not always called active
# * marks the source's active call; other numbers are inactive results; ? = inconclusive; . = not tested or not shown; [ ] = remark or other dose.
SMILES,FN deposition inh,C2C12 statin,miR-122 sensor,GSIS activator,Cneo AK release,PGC1a acetyl inh,F508del corr,PglD inh
COc1ccc(C2(C)NC(=O)N(CC(=O)NC3CCCC3)C2=O)cc1OC (stereo not given),8.8,-5.1,.,11.0,-0.1,.,0.9,2.7
CCn1c(=O)c(C(=O)NNC(=O)c2ccccc2F)c(O)c2ccccc21,2.8,1.3,-13.7,29.9,-2.0,-14.5,0.9,-1.2
CCCC(=O)Nc1ccccc1N1CCN(C(=O)c2ccccc2)CC1,-3.7,.,3.3,.,0.9,-8.2,.,-4.9
COCCn1nnnc1C(c1cc2cc(OC)c(OC)cc2[nH]c1=O)N1CCN(c2ccc(O)cc2)CC1 (stereo not given),-32.4,3.3,-6.0,5.7,-5.7,-3.8,2.1,-2.6
O=C(C1CC1)N1CC(=O)N2[C@H](CO)[C@H](c3ccc(C#Cc4cccc(F)c4)cc3)[C@@H]2C1,-3.8,.,.,-10.7,.,-16.4,1.2,.
C[C@@H]1CN([C@H](C)CO)C(=O)Cc2cc(NC(=O)Nc3ccc4c(c3)OCO4)ccc2O[C@@H]1CN(C)Cc1ccc2c(c1)OCO2,.,-36.8,-1.8[16.7 µM],-7.6,2.8,3.0,2.4,-0.5
C[C@@H]1CCCCO[C@H](CN(C)Cc2ccccc2)[C@H](C)CN([C@@H](C)CO)C(=O)c2cc(NS(=O)(=O)c3ccc(Cl)cc3)ccc2O1,-0.3,.,-11.4[16.7 µM],-25.6,6.7,2.2,4.6,2.4
COc1cc(/C=N/NC(=O)C(Cc2c[nH]c3ccccc23)NC(=O)OCc2ccccc2)cc([N+](=O)[O-])c1O (stereo not given),5.1,.,-6.2,-13.2,0.5,13.9,.,-2.8
CCCCCCCCCC[n+]1cccc(C(=O)N(CC)CC)c1,-10.4,-97.8,7.3,-10.7,.,3.8,1.1,.
C[C@@H]1CN([C@@H](C)CO)C(=O)Cc2cc(NC(=O)CCCCCC(=O)Nc3ccccc3N)ccc2O[C@@H]1CN(C)C(=O)Nc1ccccc1,.,11.6,-4.4[16.7 µM],10.8,0.1,-1.1,-1.9,0.4
COc1ccc(OCC(=O)Nc2c3c(nn2-c2ccc(OC)cc2)CS(=O)(=O)C3)cc1,-5.2,2.7,2.4,4.6,-2.7,-0.8,-1.2,0.6
C/C=C/c1cnc2c(c1)C(=O)N([C@H](C)CO)C[C@@H](C)[C@@H](CN(C)Cc1ccc(F)cc1)O2,-10.3,19.1,1.7[16.7 µM],-3.9,1.4,-1.6,0.3,4.9
CCN(CC)CCN(C(=O)c1ccc(S(=O)(=O)N2CCOCC2)cc1)c1nc2cc3c(cc2s1)OCCO3,-2.4,3.8,.,-5.9,0.3,.,-2.2,0.0
CN(Cc1ccc(F)cc1)C(=O)C(Cc1ccccc1)NC(=O)c1ccccc1 (stereo not given),5.8,4.6,.,6.6,-1.6,.,2.0,-3.4
C[C@@H]1CN([C@@H](C)CO)C(=O)c2cc(C3=CCCC3)cnc2O[C@H]1CN(C)C(=O)c1ccccc1,.,8.4,5.2[16.7 µM],.,-1.0,-4.0,-0.1,3.6
Cc1cccc(-n2ncc3c2CCCC3NC(=O)CCc2ccncc2)c1C (stereo not given),-6.7,-10.7,-9.6,-11.7,1.4,-4.3,0.7,-0.2
Cc1ccccc1N=C/C=C1\N(C)c2ccccc2C1(C)C,-14.3,-61.5,2.4,.,-1.1,-12.2,.,-2.8
CC(C)CNC(=S)N(Cc1ccco1)Cc1cc2cc3c(cc2[nH]c1=O)OCCO3,11.6,.,14.7,-12.7,-2.9,-13.1,.,-3.1
COc1ccc(N2CCN(/C(=N\S(=O)(=O)c3ccccc3)Nc3nc(C)cc(C)n3)CC2)cc1,1.6,-8.7,-1.4,.,0.0,6.6,.,25.6*
COc1ccc(CN(C)C(=O)c2ccc3ccccc3n2)cc1F,7.2,?,-1.6,16.0,-1.3,5.3,-0.8,0.2
COc1ccc(CNC(=O)C[C@@H]2CC[C@H](NC(=O)c3cccc(F)c3)[C@@H](CO)O2)cc1,0.3,2.9,.,9.9,-3.5,-7.9,1.0,-1.1
CCCOc1ccc(-c2nnn(CC(=O)OCC)n2)cc1,-8.1,2.8,-6.7,.,-0.5,1.8,.,-2.7
CN(C)CCN1C(=O)C(=O)/C(=C(/O)c2ccccc2)C1c1ccccc1F (stereo not given),.,-3.1,31.0,.,-21.0,-1.4,.,-1.7
COc1cc(-c2cc(C(F)(F)F)n3ncc(C(=O)O)c3n2)cc(OC)c1OC,.,4.8,21.7,.,1.4,5.2,.,-5.0

# Entries of single compounds, quoted from the list.
# Entry for C[C@@H]1CN([C@@H](C)CO)C(=O)c2cc(C3=CCCC3)cnc2O[C@H]1CN(C)C(=O)c1ccccc1 → FN deposition inh = .; C2C12 statin = 8.4; miR-122 sensor = 5.2[16.7 µM]; GSIS activator = .; Cneo AK release = -1.0; PGC1a acetyl inh = -4.0; F508del corr = -0.1; PglD inh = 3.6
# Entry for CCCOc1ccc(-c2nnn(CC(=O)OCC)n2)cc1 → FN deposition inh = -8.1; C2C12 statin = 2.8; miR-122 sensor = -6.7; GSIS activator = .; Cneo AK release = -0.5; PGC1a acetyl inh = 1.8; F508del corr = .; PglD inh = -2.7

# Remaining list, next part:
SMILES,FN deposition inh,C2C12 statin,miR-122 sensor,GSIS activator,Cneo AK release,PGC1a acetyl inh,F508del corr,PglD inh
Cc1ccccc1OCC(=O)Nc1cc(S(=O)(=O)N2CCOCC2)ccc1N1CCCC1,-6.9,3.0,2.9,1.4,-0.6,5.8,-1.3,-3.4
CC(SC1=Nc2ccccc2C2CC=NN12)C(=O)NC1(C#N)CCCCC1 (stereo not given),-8.7,10.9,2.3,-10.6,0.1,.,-0.3,-2.6
Cn1c(=O)c(C(=O)NCCO)c(O)c2ccccc21,9.5,15.3,-1.3,.,-5.5,10.1,.,3.5
COc1ccc2noc3c2c1C(=O)c1ccccc1-3,-2.7,7.2,-9.4,4.1,1.3,-15.4,37.3*,-1.4
C[C@@H]1CN([C@H](C)CO)C(=O)Cc2cc(NS(C)(=O)=O)ccc2O[C@H]1CN(C)Cc1ccc(-c2ccccc2)cc1,.,12.3,-3.7[16.7 µM],-6.6,-1.3,1.1,3.0,4.2
CCOC(=O)c1cnc(-n2[nH]c(C)c(Cc3ccccc3)c2=O)[nH]c1=O,2.2,.,.,3.2,.,-4.5,-0.3,.
Cc1ccc(Nc2nnc(SC/C(O)=C(\C#N)c3nc4ccccc4[nH]3)s2)c(C)c1,-13.9,.,4.6,0.5,0.3,-5.3,.,-1.0
Cc1ccc(NC(=S)NC(=O)c2ccc(F)cc2)cc1S(=O)(=O)Nc1cccc(Cl)c1,1.0,-44.2,58.8,-10.9,-1.5,-3.6,-0.2,.
Cc1ccccc1-c1ccc([C@H]2[C@H](CO)N3CCCCN(C(=O)Nc4cccc(F)c4)C[C@@H]23)cc1,.,-16.0,-6.4[16.7 µM],.,8.0,-6.0,0.7,0.8
COc1ccc(NS(=O)(=O)c2ccc(N3CCCC3)c(N)c2)cc1,-1.7,-20.4,2.5,-7.6,0.2,-6.2,-2.0,0.9
COc1ccc(CCOC(=O)c2cccc(NC(C)=O)c2)cc1,16.6,7.3,-9.3,-8.4,-3.2,4.3,-3.8,-2.7
Cc1ccc(-n2nc3c(=O)n(CC(=O)NCc4ccccc4)nc(C)c3c2C)cc1,-12.0,-3.0,-0.9,2.4,-2.0,7.4,-4.0,-2.0
CN(C)c1ccc2c(c1)[C@H]1C[C@H](CC(=O)O)O[C@@H](CO)[C@H]1O2,.,-1.4,2.0[16.7 µM],5.6,-7.0,9.1,-0.8,-1.4
COc1ccc(S(=O)(=O)N(C)C[C@H]2OCCCC[C@H](C)Oc3ccc(NC(=O)NC(C)C)cc3C(=O)N([C@@H](C)CO)C[C@H]2C)cc1,.,.,-0.1[16.7 µM],-10.8,0.3,-1.6,-1.7,3.8
Cc1ccc(NC(=O)CSc2nnc(CNC(=O)c3c(F)cccc3Cl)o2)cc1,14.1,18.4,-1.3,.,1.0,2.5,.,0.6
COc1ccc(NC2CCCN(C(=O)c3ccc(C)nc3)C2)cc1 (stereo not given),-0.5,3.4,.,-1.4,0.4,.,-0.3,0.6
O=C(COC(=O)CN1C(=O)C2CCCCC2C1=O)NNC(=O)c1ccc(Cl)cc1 (stereo not given),0.8,-11.2,.,-12.4,-0.6,.,0.0,-4.0
CCCCCCCCCCNC(=O)C(=O)Nc1ccccn1,.,-1.3,1.0,.,1.7,1.5,.,-8.6
O=C(N/N=C\c1ccc(Cl)s1)C1COc2ccccc2O1 (stereo not given),7.4,.,-5.5,.,0.9,3.9,-0.4,-3.3
CC(C)C#Cc1ccc2c(c1)O[C@H](CN(C)C(=O)c1cnccn1)[C@@H](C)CN([C@H](C)CO)S2(=O)=O,-3.4,-15.9,14.4[16.7 µM],-8.1,4.1,-1.9,-1.7,1.7
Cc1ccc(C)c(S(=O)(=O)N2CCN(C(=O)c3sccc3C)CC2)c1,3.1,20.0,-2.7,-13.7,-2.5,5.1,1.9,6.2
CC(=NCCN1CCN(C(C)=C2C(=O)c3ccccc3C2=O)CC1)C1=C(O)CC(C)(C)CC1=O,4.3,.,1.1,-2.6,0.5,-3.4,-1.2,-3.7
CC(C)CNS(=O)(=O)c1ccc(CCC(=O)N2CCC(C(N)=O)CC2)cc1,3.9,.,.,-11.4,.,-5.7,4.5,.
COc1cccc(NC2=C(Cl)C(=O)OC2OC(=O)c2ccco2)c1 (stereo not given),.,0.7,-8.0,-10.4,.,-1.1,.,.
CCC1([N+](=O)[O-])COC(c2ccc(OC)cc2)OC1 (stereo not given),-14.7,-0.5,.,-18.9,2.2,-8.8,-3.4,1.5
COCCNC(=O)Cn1c(=O)n(Cc2ccc(C(=O)NCc3ccco3)cc2)c(=O)c2ccccc21,.,.,4.5,9.7,-0.4,.,.,0.7
Cc1csc(NC(=O)COc2ccc3c(c2)CCC3)n1,-2.4,-1.2,-5.0,.,0.9,-2.3,0.3,4.0
CCOC(=O)c1c(C)[nH]c(C(=O)COC(=O)c2cnc(C)cn2)c1C,3.2,14.0,-7.8,.,0.6,-5.7,.,0.7
Cc1nc2ccccc2n1CC(=O)NCCN1CCCC1,-2.3,-0.9,-1.4,.,2.4,1.1,.,-0.1
O=C(CN1CCN(Cc2ccc(F)cc2)CC1)Nc1nc2ccccc2s1,2.2,5.1,3.7,-11.8,-1.2,-11.0,-1.8,3.5
